# CCT chaperon mod: changes cytosolic chaperonin activity; activity change, % (concentration not given with the values), hits read low; purified chaperonin ATPase assay, HTRF ADP detection, 30 min; AID 651819; actives 0.3% (n = 360,000); in the data active = activity change below about -30%; also: % is scaled to controls: 0 for no effect and ±100 for the full control effect
#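 TRiC (40 or 20 nM final, by batch activity) in 30 mM Tris pH 7.4, 100 mM KCl, 5 mM MgCl2, 1 mM DTT was treated with compound at 76 uM single dose, then 10 uM ATP, 30 min at 37 °C. ADP was read by HTRF Transcreener.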
# EPAC2 antagonist: EPAC2 (human) antagonism; EPAC2 GEF exchange of Rap1B-BODIPY-GDP, fluorescence; actives 0.18% (n = 360,000); Potency, µM (doses to about 114 µM), for inactives: top-dose activity, negative = inhibition, hits mostly inhibitors; Q8WZA2; also: potency is read from the fitted curve at half-maximal effect; % is scaled to controls: 0 for no effect and ±100 for the full control effect; nearly all actives have a fitted effect of over 45% in size; many of its hits are not listed in these tables
# MmCpn inh: M. maripaludis TRiC chaperonin inhibition; purified Mm-Cpn ATPase, ADP Transcreener TR-FRET; Potency, µM (highest dose often 76.9 µM), inactives show top-dose activity, negative = inhibition, hits mostly inhibitors; actives 0.031% (n = 330,000); also: potency is read from the fitted curve at half-maximal effect; % is scaled to controls: 0 for no effect and ±100 for the full control effect; nearly all actives have a fitted effect of over 80% in size
#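 ATPase read-out: TR-FRET ADP immunoassay (anti-ADP Eu cryptate vs ADP-d2), ex 320 nm, em 590/665 nm; signal drops as ADP forms. Enzyme 25 nM, ATP 10 uM, 30 min at 37°C after 10 min compound preincubation.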
# PI5P4Ka inh: PI5P4K alpha (human) kinase inhibition. P48426. PI5P4Kalpha enzyme, ADP-Glo luminescence, 60 min; hits give low values. max response, %. actives 1.2% (n = 330,000). AID 652105; active = max response of -50% or lower; inconclusive = between -30% and -50%; inactive = -30% or higher; also: value at the top dose of about 77 µM; % is scaled to controls: 0 for no effect and ±100 for the full control effect
# Target sequence (P48426 whole entry, looked up): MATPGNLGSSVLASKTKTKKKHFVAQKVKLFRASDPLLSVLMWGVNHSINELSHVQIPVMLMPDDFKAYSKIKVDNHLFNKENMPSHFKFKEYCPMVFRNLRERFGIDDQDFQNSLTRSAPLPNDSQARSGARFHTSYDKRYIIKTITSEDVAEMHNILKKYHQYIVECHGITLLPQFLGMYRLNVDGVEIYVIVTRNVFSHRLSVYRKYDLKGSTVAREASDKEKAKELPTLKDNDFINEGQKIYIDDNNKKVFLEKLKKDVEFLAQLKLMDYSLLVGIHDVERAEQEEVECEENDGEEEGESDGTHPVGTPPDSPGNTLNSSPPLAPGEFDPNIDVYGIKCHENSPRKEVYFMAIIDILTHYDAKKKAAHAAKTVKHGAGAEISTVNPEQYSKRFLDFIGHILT
#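 Luminescence from ADP-Glo served as readout of PI5P4Kalpha activity in a qHTS format. Reaction: enzyme, substrate, compound, ATP at 5 microM final, 60 min at RT.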
# EPAC1 ag: EPAC1 (human) agonism; O95398; EPAC1 agonist qHTS, biochemical assay; response scale: 100% = response to 6.5 mM cAMP; Potency, µM (series often up to 154 µM), for the others: at the top dose activation, actives largely listed as activators; actives 0.073% (n = 360,000); AID 720707; also: potency is read from the fitted curve at half-maximal effect; nearly all actives have a fitted effect of over 60% in size
#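 Multi-concentration qHTS readout: loss of Rap1B-bound BODIPY-GDP fluorescence driven by 100 nM EPAC1 with excess GDP (50 uM), monitored kinetically at room temperature; agonist response expressed relative to 6.5 mM cAMP.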
# EPAC1 antag: EPAC1 (human) antagonism. O95398. EPAC1 GEF assay, Rap1b-BODIPY-GDP exchange fluorescence. Potency, µM (top dose mostly 115 µM), for the others: at the top dose activity change, negative = inhibition, usual class: inhibitors. actives 0.14% (n = 360,000). AID 720709;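 also: potency is read from the fitted curve at half-maximal effect; plate controls were vehicle for no effect and positive control for full effect; nearly all actives have a fitted effect of over 50% in size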
# WRN helicase inh: inhibitors of human WRN helicase. Potency, µM (top dose mostly 114 µM), for the others: at the highest dose activity change, negative = inhibition, hits mostly inhibitors. actives 0.46% (n = 360,000). AID 651768. Q14191. WRN helicase unwinding, fluorescent forked duplex, kinetic; also: potency is read from the fitted curve at half-maximal effect; % is scaled to controls: 0 for no effect and ±100 for the full control effect; nearly all actives have a fitted effect of over 55% in size
#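 WRN at 20 nM final was preincubated with compound for 15 min at room temperature; reaction started with 100 nM forked duplex oligonucleotide carrying fluorophore and quencher plus 2 mM ATP (final). Unwinding followed kinetically by red fluorescence (ex 525/em 598 nm).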
# PLK1 PBD inh: PLK1 (human) polo-box domain binding inhibition. P53350. Plk1 PBD binding of FITC phosphopeptide, fluorescence polarization. Potency, µM, for inactives: max response, negative = inhibition, most hits filed as inhibitors. actives 2.8% (n = 360,000); also: potency is read from the fitted curve at half-maximal effect; series mostly up to about 57 µM; % is scaled to controls: 0 for no effect and ±100 for the full control effect; nearly all actives have a fitted effect of over 65% in size
# Target sequence (P53350 whole entry, looked up, the tested form may be a part): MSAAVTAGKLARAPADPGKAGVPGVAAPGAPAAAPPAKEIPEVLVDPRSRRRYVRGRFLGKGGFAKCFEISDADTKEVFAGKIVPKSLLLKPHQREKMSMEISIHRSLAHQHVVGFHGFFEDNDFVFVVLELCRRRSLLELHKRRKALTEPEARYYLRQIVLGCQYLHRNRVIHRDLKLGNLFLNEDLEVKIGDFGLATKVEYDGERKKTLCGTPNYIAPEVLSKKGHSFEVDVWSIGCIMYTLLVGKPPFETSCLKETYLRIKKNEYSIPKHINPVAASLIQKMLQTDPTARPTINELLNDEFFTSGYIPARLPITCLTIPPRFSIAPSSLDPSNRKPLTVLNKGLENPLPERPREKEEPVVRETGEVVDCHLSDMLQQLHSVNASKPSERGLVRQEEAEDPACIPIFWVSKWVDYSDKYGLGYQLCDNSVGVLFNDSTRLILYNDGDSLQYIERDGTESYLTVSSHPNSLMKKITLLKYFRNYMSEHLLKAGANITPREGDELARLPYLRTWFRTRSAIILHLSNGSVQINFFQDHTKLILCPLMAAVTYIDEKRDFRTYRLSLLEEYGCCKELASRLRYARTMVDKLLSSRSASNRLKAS
# * hit, by the source's call; ? = inconclusive; · = no result given; [ ] = another dose, or the depositor's remark. Unless noted, calls follow the shape of the dose curve; as a rule, active = well fitted curve in the direction sought with a large enough effect; inconclusive = small, poorly fitted or top-dose-only effect, or another doubt; inactive = no such curve, though single readings can be large; an effect the other way counts as inactive or inconclusive.
compound	CCT chaperon mod	EPAC2 antagonist	MmCpn inh	PI5P4Ka inh	EPAC1 ag	EPAC1 antag	WRN helicase inh	PLK1 PBD inh
CCCOc1ccc(S(=O)(=O)N2CCN(C)CC2)c2ccccc12	1.2	3%	3%	11	-6%	9%	-4%	0%
CC(=O)N1CCN(C(=O)CNC(=O)c2ccc(Br)o2)CC1	-0.5	1%	-1%	-3	11%	2%	1%	2%
CCCn1c(NC(=O)C2CCN(C(=O)c3ccccc3C)CC2)nc2ccccc21	-1.1	-2%	-3%	-5	-3%	11%	-3%	2%
CC1=NN(c2cccc([N+](=O)[O-])c2)C(=O)C1	-2.0	15%	-7%	13	1%	-8%	-11%	-1%
CCc1nc2ccc(C(=O)NCc3ccc4c(c3)OCO4)cn2c1N(CC)Cc1cccc(Br)c1	1.6	-13%	·	4	6%	-14%	-6%	-6%
O=C(N/N=C/c1ccc(Cl)cc1Cl)c1cccc(F)c1	-1.7	-4%	-1%	·	6%	-1%	2%	-10%
COc1cccc(-c2cc(C(=O)NCc3ccco3)c3ccccc3n2)c1	-1.1	-2%	-5%	-12	-2%	-20%	4%	-12%
Cc1ccc(NC(=O)C(C)OC(=O)CCN=C2NS(=O)(=O)c3ccccc32)cc1 (centres undefined)	-0.8	-4%	-2%	-5	6%	1%	6%	-5%
O=C1/C(=C\Nc2ccccc2)CCN1c1ncccn1	-0.9	0%	0%	-5	-3%	10%	-25%	-10%
Cc1ccc(-c2c[n+]3c(n2-c2ccccc2)CCC3)cc1	-3.8	13%	-1%	-3	7%	-13%	-30%	-13%
Cc1nnc(SCC(=O)c2ccc(C(C)C)cc2)s1	1.3	-14%	-3%	5	8%	-6%	-4%	-5%
O=C1CCCC(=O)N1CCCCCCN1C(=O)CCCC1=O	1.4	-5%	·	2	-1%	13%	7%	6%
O=C(NNC(=O)c1ccccc1Br)c1ccncc1	-0.7	15%	?	1	2%	7%	11%	7%
Cc1ccc(/C=N/N(C)S(=O)(=O)c2ccc(C)cc2)cc1	-2.6	?	0%	9	3%	-21%	-12%	-2%
CCCc1cc(C(N)=O)c(NC(=O)c2cc(C)on2)s1	-0.6	0%	-1%	·	11%	9%	-15%	?
O=c1cc(-c2ccccc2[N+](=O)[O-])oc2ccccc12	-0.6	-14%	2%	-29	-7%	-8%	-33%	-5%
CCN(CC)C(=O)N1CCC(NC(=O)c2ccccc2)CC1	1.0	-4%	2%	-2	23%	-2%	1%	-8%
CNS(=O)(=O)c1ccc(C(C)(C)C)cc1	-3.3	-1%	-3%	4	-2%	-27%	-21%	-6%
CCCCSC(=S)NC1CCS(=O)(=O)C1 (centres undefined)	-3.2	-2%	1%	-1	8%	16%	6%	-17%
N#CC1=C(N)Oc2cc(N)ccc2C1c1cccc(F)c1 (centres undefined)	0.9	-24%	?	?	4%	-7%	4%	-13%
CCCCn1c(N)c(NCc2ccccc2OC)c(=O)[nH]c1=O	1.2	25%	1%	-11	5%	-8%	-2%	-9%
COc1ccc(OCCSc2nnc(CCNC(=O)c3ccc(Cl)c(Cl)c3)n2C)cc1	1.6	8%	0%	·	-1%	42%[activator]	1%	-5%
C=CCNC(=S)Nc1sc2c(c1C#N)CCCC2	-8.4	-3%	-1%	-15	1%	12%	-14%	-24%
Cc1nn2c(NCc3ccccn3)c3c(nc2c1-c1ccccc1)CCC3	-2.4	-7%	0%	0	12%	-26%	4%	-18%
Cc1ccccc1C(=O)NNC(=O)c1cccn1C	-0.8	0%	0%	-9	12%	0%	-9%	-14%
C=C1CCc2c([nH]c3ccc(OCC(C)C)cc23)C1=O	2.3	-11%	?	-3	-6%	-8%	13%	-7%
CCOc1ccc(NC(=O)Nc2ccc3nsnc3c2)cc1	-2.1	-6%	-2%	1	8%	-6%	0%	?
COc1ccc(-c2nc(C)ncc2N=Nc2ccccc2)cc1	-2.2	9%	-3%	-3	20%	-23%	-25%	-3%
CC(C)(C)NC(=O)Cn1cnc2cc([N+](=O)[O-])ccc2c1=O	2.9	13%	-3%	-9	1%	14%	-14%	-6%
O=C(CCN1CCN(CCO)CC1)Nc1ccc(F)c(F)c1	-0.6	1%	1%	0	-9%	-4%	0%	-1%

# (cont.)
compound	CCT chaperon mod	EPAC2 antagonist	MmCpn inh	PI5P4Ka inh	EPAC1 ag	EPAC1 antag	WRN helicase inh	PLK1 PBD inh
CN(C(=O)CSc1nc2ccccc2n1C)C1CCS(=O)(=O)C1 (centres undefined)	1.2	1%	0%	3	0%	-11%	0%	-2%
CCOc1ccc(C(=O)COC(=O)c2nn(CC)c(=O)c3ccccc23)cc1	0.8	-5%	?	2	-5%	4%	2%	-17%
CC1(NC(=O)NCCCCCCNC(=O)NC2(C)CCS(=O)(=O)C2)CCS(=O)(=O)C1 (centres undefined)	-1.8	-7%	1%	-2	-1%	3%	-3%	3%
CC1(C)[C@H]2CC[C@]1(C)[C@@H](OC(=O)C[N+]1(C)CCOCC1)C2	-2.2	-10%	1%	1	-5%	6%	11%	-10%
Cc1ccc(C)c(S(=O)(=O)N2CCN(C(=O)CCNS(=O)(=O)c3ccccc3)CC2)c1	-0.4	15%	-4%	9	-5%	8%	-13%	-4%
Cc1cc(C(=O)Cn2nc(C(=O)O)c3ccccc3c2=O)c(C)n1-c1ccccc1	0.9	12%	?	-9	0%	6%	2%	2%
Cc1cc(-c2ccc(S(=O)(=O)N3CCN(c4cccc(C)c4C)CC3)s2)on1	-2.1	2%	0%	-8	3%	-5%	8%	-2%
Cc1sc2nc(CSCC(=O)N(C)c3ccccc3)[nH]c(=O)c2c1C	-3.5	13%	-3%	-21	1%	-3%	4%	-9%
O=C(NCCc1ccc(Cl)cc1)c1ccc(NC2=NC3CS(=O)(=O)CC3S2)cc1 (centres undefined)	1.3	16%	-3%	0	-3%	1%	-9%	-5%
COc1ccc([N+](=O)[O-])cc1N(CC(O)CN1C(=O)NC(C)(C)C1=O)S(=O)(=O)c1ccccc1 (centres undefined)	0.5	-9%	2%	-9	-5%	-11%	7%	-3%
Cc1nc2ccccc2c(=O)[nH]1	-4.9	10%	-1%	-1	0%	7%	1%	-6%
O=C1/C(=C/c2ccco2)Cc2ccccc21	-0.1	-4%	-3%	-4	5%	-19%	-17%	-7%
Cc1[nH]c(=O)[nH]c(=O)c1S(=O)(=O)N1CCCC(C(=O)NCc2ccco2)C1 (centres undefined)	1.2	18%	-15%	1	0%	11%	-25%[57.1 µM]	-27%
Cc1ccc(Cc2c(-c3ccc(C)cc3)nc3ccc(Cl)cn23)cc1	-17	-5%	·	10	-7%	1%	-8%	-2%
Cc1ccc2nc(-c3cccnc3)c(NC3CCCC3)n2c1	-2.9	21%	-5%	2	1%	8%	7%	-15%
O=C(CCN1C(=O)c2ccc([N+](=O)[O-])cc2C1=O)Nc1ccccc1C(=O)O	-2.5	3%	-1%	-7	7%	6%	-4%	-7%
NS(=O)(=O)c1ccc(CCNC(=O)CSc2nc3ccsc3c(=O)n2CC2CCC(C(=O)O)CC2)cc1 (centres undefined)	-0.3	5%	0%	1	-4%	-5%	2%	-3%
Nc1ccc(-c2cnc[nH]2)cc1[N+](=O)[O-]	-0.8	-15%	-2%	-9	-3%	-14%	-25%	-4%
CC1CN(c2oc(-c3ccccc3Cl)nc2C#N)CC(C)O1 (centres undefined)	-4.9	0%	-3%	-7	13%	-1%	12%	-12%
CC1(C2CC2)NC(=O)N(CC(=O)NCC(=O)Nc2ccc(F)c(F)c2F)C1=O (centres undefined)	-2.7	-2%	1%	2	4%	-1%	3%	-8%
O=C(CCNC(=O)N1CC(=O)Nc2ccccc21)NCCc1cccc(F)c1	2.2	3%	2%	10	13%	15%	-5%	-9%
Cc1[nH]ccc(=O)c1OCc1ccccc1	-0.8	0%	2%	-1	-5%	-23%	-3%	-6%
NC(=O)c1nsc(C(=O)N(CC(=O)NCc2ccc3c(c2)OCO3)C2CCCC2)c1N	-0.7	2%	1%	4	-4%	2%	1%	-12%
COc1ccc(NC(=O)NCc2ccncc2)cc1	-2.2	-2%	0%	2	12%	-15%	-2%	1%
COC(=O)c1ccc(NC(=O)CSc2nc(N)c(NC(=O)c3ccc(Br)o3)c(=O)[nH]2)cc1	-1.4	-1%	-3%	0	-9%	-6%	?	-6%

# Sorted by SMILES length (falling): part of the list above
compound	CCT chaperon mod	EPAC2 antagonist	MmCpn inh	PI5P4Ka inh	EPAC1 ag	EPAC1 antag	WRN helicase inh	PLK1 PBD inh
NS(=O)(=O)c1ccc(CCNC(=O)CSc2nc3ccsc3c(=O)n2CC2CCC(C(=O)O)CC2)cc1 (centres undefined)	-0.3	5%	0%	1	-4%	-5%	2%	-3%
COC(=O)c1ccc(NC(=O)CSc2nc(N)c(NC(=O)c3ccc(Br)o3)c(=O)[nH]2)cc1	-1.4	-1%	-3%	0	-9%	-6%	?	-6%
Cc1ccc(C)c(S(=O)(=O)N2CCN(C(=O)CCNS(=O)(=O)c3ccccc3)CC2)c1	-0.4	15%	-4%	9	-5%	8%	-13%	-4%
Cc1[nH]c(=O)[nH]c(=O)c1S(=O)(=O)N1CCCC(C(=O)NCc2ccco2)C1 (centres undefined)	1.2	18%	-15%	1	0%	11%	-25%[57.1 µM]	-27%
CC1(C)[C@H]2CC[C@]1(C)[C@@H](OC(=O)C[N+]1(C)CCOCC1)C2	-2.2	-10%	1%	1	-5%	6%	11%	-10%
CC1(C2CC2)NC(=O)N(CC(=O)NCC(=O)Nc2ccc(F)c(F)c2F)C1=O (centres undefined)	-2.7	-2%	1%	2	4%	-1%	3%	-8%
CCOc1ccc(C(=O)COC(=O)c2nn(CC)c(=O)c3ccccc23)cc1	0.8	-5%	?	2	-5%	4%	2%	-17%
Cc1ccc(Cc2c(-c3ccc(C)cc3)nc3ccc(Cl)cn23)cc1	-17	-5%	·	10	-7%	1%	-8%	-2%
Cc1ccc2nc(-c3cccnc3)c(NC3CCCC3)n2c1	-2.9	21%	-5%	2	1%	8%	7%	-15%
Nc1ccc(-c2cnc[nH]2)cc1[N+](=O)[O-]	-0.8	-15%	-2%	-9	-3%	-14%	-25%	-4%
Cc1[nH]ccc(=O)c1OCc1ccccc1	-0.8	0%	2%	-1	-5%	-23%	-3%	-6%

# Screening data deposited in PubChem BioAssay by National Center for Advancing Translational Sciences (NCATS).

# An excerpt, so the mix of outcomes need not match the whole.
